# Bioassay records deposited in PubChem by National Center for Advancing Translational Sciences (NCATS).
# POLH inh – DNA polymerase eta (human) inhibition. recombinant Pol eta, fluorescent DNA replication assay. Potency, µM (series often up to 114 µM), without a hit: at the top dose activity change, negative = inhibition, most hits filed as inhibitors. 1.2% of 390,000 active. AID 588591; note: potency is the fitted concentration of half-maximal effect; % is set by controls: 0 for no effect and ±100 for the full control effect
# Target sequence (Q9Y253 whole entry, looked up): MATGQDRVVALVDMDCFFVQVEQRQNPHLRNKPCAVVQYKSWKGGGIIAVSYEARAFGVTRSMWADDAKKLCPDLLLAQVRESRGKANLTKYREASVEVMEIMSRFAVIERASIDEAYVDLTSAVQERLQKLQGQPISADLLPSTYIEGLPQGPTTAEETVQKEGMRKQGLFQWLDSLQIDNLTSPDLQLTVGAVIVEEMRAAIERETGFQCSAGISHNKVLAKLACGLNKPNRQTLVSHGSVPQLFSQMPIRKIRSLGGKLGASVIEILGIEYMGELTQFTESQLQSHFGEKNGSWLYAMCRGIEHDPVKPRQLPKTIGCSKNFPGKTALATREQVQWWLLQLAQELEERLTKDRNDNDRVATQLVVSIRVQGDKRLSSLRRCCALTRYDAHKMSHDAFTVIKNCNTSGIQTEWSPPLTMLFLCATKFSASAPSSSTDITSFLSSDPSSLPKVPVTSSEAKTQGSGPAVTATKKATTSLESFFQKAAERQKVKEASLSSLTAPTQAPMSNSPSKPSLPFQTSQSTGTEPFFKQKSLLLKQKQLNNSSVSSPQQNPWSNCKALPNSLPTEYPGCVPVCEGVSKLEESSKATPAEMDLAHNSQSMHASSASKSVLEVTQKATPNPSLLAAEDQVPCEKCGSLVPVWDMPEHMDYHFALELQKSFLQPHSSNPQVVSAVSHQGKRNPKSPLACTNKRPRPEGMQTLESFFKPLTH
#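 Fluorescent replication assay: 50 nM final substrate added after a 15 min room-temperature compound preincubation with 10 nM enzyme. Signal taken at 0 min and again at 10 min.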
# PGK inhibitor – T. brucei PGK inhibition | P07378 | AID 602233 | 0.043% of 380,000 active | PGK/GAPDH coupled, Kinase-Glo luminescence, 60 min | Potency, µM (doses to about 57.5 µM), without a hit: at the highest dose activity change, negative = inhibition, actives largely listed as inhibitors; note: potency is the fitted concentration of half-maximal effect; % is set by controls: 0 for no effect and ±100 for the full control effect; nearly all actives have a fitted effect of over 60% in size
#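 Recombinant glycosomal PGK reaction used 1,3-bisphosphoglycerate generated in-well by GAPDH (100nM final) in 100mM TEA pH 7.6, 5mM MgCl2, 0.01% Tween-20. After 60 minutes at room temperature, ATP was read by Kinase-Glo Plus luminescence end-point.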
# GLS inhibitor – glutaminase GLS (human) inhibition. AID 624170. Potency, µM (titrated, usually from 45.5 µM), without a hit: top-dose activity change, negative = inhibition, usual class: inhibitors. O94925. GLS enzymatic activity, qHTS titration. 0.21% of 410,000 active; note: potency is the fitted concentration of half-maximal effect; % is set by controls: 0 for no effect and ±100 for the full control effect
#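 hKGA; 45 mM KH2PO4 pH 8.2 + 0.02% Tween-20; cpd via pin tool; 1 mM Gln soln; GluOx/HRP/Amplex Red; RT 30 min; fluor. t0 & final.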
# PI4K2A block – inhibitors of human PI4K2A; Q9BTU6; purified PI4K2A, ADP-Glo luminescence, 1 h; active compounds read low; activity change, negative = inhibition, % at 76.9 µM; 0.13% of 420,000 active; AID 1346378; in the data active = activity change below about -50%; inconclusive = mostly about -30% to -49%;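 note: -100% = wells without enzyme as full effect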
#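 PI4K2A activity was measured by ADP-Glo luminescence: enzyme (4 ug/mL stock) and phosphatidylinositol (1.2 mM stock) in Tris pH 7.5/MgCl2/EGTA/Triton X-100 buffer were reacted with ATP (300 microM stock) for one hour at ambient temperature.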
# JMJD2A Tudor inh – blocks the human JMJD2A Tudor domain; Potency, µM (highest dose often 114 µM), for inactives: at the top dose activity change, negative = inhibition, most hits filed as inhibitors; O75164; AlphaScreen JMJD2A-Tudor / H3K4me3 peptide binding; 4.4% of 390,000 active; AID 504339; note: potency is the fitted concentration of half-maximal effect; % is set by controls: 0 for no effect and ±100 for the full control effect; nearly all actives have a fitted effect of over 50% in size
# G9a block – G9a (human) methyltransferase inhibition; 8.8% of 350,000 active; AID 504332; G9a H3K9 monomethylation, AlphaScreen, 2 h; Potency, µM (titrated, usually from 102 µM), for inactives: at the top dose activity, negative = inhibition, most hits filed as inhibitors; note: potency is the fitted concentration of half-maximal effect; % is set by controls: 0 for no effect and ±100 for the full control effect; nearly all actives have a fitted effect of over 75% in size
#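 Readings reflect AlphaScreen signal from monomethyl-H3K9 antibody detection. HMT at 20 nM; substrate b-H3K9 500 nM; cofactor SAM 20 uM; 2 h RT reaction; compounds tested as titrations in qHTS with 15 min preincubation.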
# BAZ2B inh – blocks human BAZ2B; AlphaScreen BAZ2B-H3K14Ac peptide displacement; Q9UIF8; 4.4% of 360,000 active; Potency, µM (top dose mostly 114 µM), without a hit: at the highest dose activity change, negative = inhibition, actives largely listed as inhibitors; note: potency is the fitted concentration of half-maximal effect; % is set by controls: 0 for no effect and ±100 for the full control effect; nearly all actives have a fitted effect of over 60% in size
#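 AlphaScreen displacement of biotin-H3(5-23)K14Ac peptide (50 nM final) from BAZ2B (50 nM final) in PBS pH 7.4, 0.01% Tween-20; complex preformed 30 min RT, then compounds (top 110 uM) 30 min RT, beads 20 min dark.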
# HP1b binding inh – HP1-beta chromodomain-methylated histone interaction inhibition; P83916; AlphaScreen HP1-beta / biotin-H3K9me3 peptide binding; Potency, µM (series often up to 114 µM), for the others: at the top dose activity change, negative = inhibition, usual class: inhibitors; 0.56% of 390,000 active; AID 540317; note: potency is the fitted concentration of half-maximal effect; nearly all actives have a fitted effect of over 70% in size; inactives centre near 23
# Target sequence (P83916 whole entry, looked up): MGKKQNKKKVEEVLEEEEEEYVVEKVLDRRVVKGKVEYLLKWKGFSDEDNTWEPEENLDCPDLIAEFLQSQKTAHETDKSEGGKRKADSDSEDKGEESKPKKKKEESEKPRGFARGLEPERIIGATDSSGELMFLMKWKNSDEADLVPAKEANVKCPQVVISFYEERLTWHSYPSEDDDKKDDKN
#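 HP1-beta protein (50 nM final) preincubated 30 min at room temperature with biotinylated H3(1-18)K9me3 peptide (50 nM) in PBS pH 7.4, 0.01% Tween-20, then compound added for 30 min. AlphaScreen streptavidin donor/nickel chelate acceptor beads (10 ug/mL final), 30 min dark, luminescence read.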
# Pin1 inhibitor – inhibitors of human Pin1; Q13526; Pin1 FP peptide displacement, HiFluor488, 10 min; Potency, µM (series often up to 115 µM), for inactives: at the highest dose activity, negative = inhibition, actives largely listed as inhibitors; 0.009% of 390,000 active; active = well fitted inhibition curve with a large enough effect in the polarisation, with a control signal flat, not every such curve was filed as active; inconclusive = small, poorly fitted or top-dose-only effect, or effect the other way, or a change in a side signal; inactive = no such curve, though single readings can be large or run the other way; the % refers to the polarisation; note: potency is the fitted concentration of half-maximal effect; % is set by controls: 0 for no effect and ±100 for the full control effect
# Target sequence (Q13526 whole entry, looked up): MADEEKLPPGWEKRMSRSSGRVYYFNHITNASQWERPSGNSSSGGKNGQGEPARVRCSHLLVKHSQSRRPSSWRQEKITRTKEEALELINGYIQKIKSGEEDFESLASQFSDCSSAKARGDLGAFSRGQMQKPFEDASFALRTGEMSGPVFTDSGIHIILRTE
# Starred values were filed as active, the others as inactive; i = inactive; ? = inconclusive; / = not tested or not shown; [ ] = remark or other dose. Unless noted, calls come from the whole dose curve; as a rule, active = well fitted curve in the direction sought with a large enough effect; inconclusive = small, poorly fitted or top-dose-only effect, or another doubt; inactive = no such curve, though single readings can be large; an effect the other way counts as inactive or inconclusive. A portion of the library, so the mix of outcomes need not match the whole.
SMILES,POLH inh,PGK inhibitor,GLS inhibitor,PI4K2A block,JMJD2A Tudor inh,G9a block,BAZ2B inh,HP1b binding inh,Pin1 inhibitor
CS(=O)(=O)c1ccc(C(=O)NC2CCCc3ccccc32)cc1 (centres undefined),-22%,3%,-8%,-7,3%[57.1 µM],-2%,-4%,41%[activator],-7%
Cc1nc2c(-c3ccccc3)c(C)nn2c(C)c1CCC(=O)NCc1ccc(Cl)cc1,-24%,-5%,-2%,1,15%,8%[59 µM],0%,38%,-2%
Cc1[nH]c2ccc(C(=O)OCC(=O)Nc3cccc(S(N)(=O)=O)c3)cc2c1C,-7%,3%,5%,-3,?,18%[12.7 µM],?,-8%,6%
COc1ccc(-c2nnc(SCC(=O)NCc3ccco3)o2)cc1,0%,-7%,-1%,-4,-27%,?,-39%,13%,6%
Cc1ccc(CNC(=O)Cn2c(=O)n(-c3ccccc3)c(=O)c3c2c2cc(C)ccc2n3C)cc1,-3%,2%,10%,0,-1%,3%[59 µM],-1%,37%,4%
Cc1ccc2nc(NCCCO)[nH]c2c1,-4%,4%,1%,3,-8%,/,/,33%,-7%
Cc1ccccc1OCCC(=O)Nc1c(C)n(C)n(-c2ccccc2)c1=O,-8%,2%,4%,-2,-8%,15%[59 µM],25%,14%,3%
CCOC(=O)c1ccc(Nc2sc(C(=O)c3cccc([N+](=O)[O-])c3)c(N)c2C#N)cc1,0%,-10%,3%,-3,-6%,3%,0%,16%,4%
Cc1ccc(-c2nc(C#N)c(N3CCC(C(N)=O)CC3)o2)cc1,-1%,4%,5%,1,-18%,-6%,-27%,-11%,-4%
O=c1cc(Cl)[nH]n(-c2ccccc2)c1=O,-4%,i,-7%,0,-32%,-9%,-5%,41%[activator],3%
COc1cc(/C=N/N=C(\N)c2nonc2N)cc(OC)c1O,-11%,-4%,0%,-9,?,-108%[59 µM],-15%,-7%,-2%
COc1ccccc1/C=C/C(=O)NC(=S)NCC1CCCO1 (centres undefined),-4%,-3%,-1%,1,?,?,-29%,-6%,-1%

# Shown with values under each structure: entries from further up
# Every second line gives: POLH inh | PGK inhibitor | GLS inhibitor | PI4K2A block | JMJD2A Tudor inh | G9a block | BAZ2B inh | HP1b binding inh | Pin1 inhibitor
COc1ccc(-c2nnc(SCC(=O)NCc3ccco3)o2)cc1
    0% | -7% | -1% | -4 | -27% | ? | -39% | 13% | 6%
Cc1ccc(CNC(=O)Cn2c(=O)n(-c3ccccc3)c(=O)c3c2c2cc(C)ccc2n3C)cc1
    -3% | 2% | 10% | 0 | -1% | 3%[59 µM] | -1% | 37% | 4%
Cc1ccc2nc(NCCCO)[nH]c2c1
    -4% | 4% | 1% | 3 | -8% | / | / | 33% | -7%
Cc1ccccc1OCCC(=O)Nc1c(C)n(C)n(-c2ccccc2)c1=O
    -8% | 2% | 4% | -2 | -8% | 15%[59 µM] | 25% | 14% | 3%

# (cont.)
SMILES,POLH inh,PGK inhibitor,GLS inhibitor,PI4K2A block,JMJD2A Tudor inh,G9a block,BAZ2B inh,HP1b binding inh,Pin1 inhibitor
COc1ccc(CCNC(=O)c2cc3c(=O)n4ccccc4nc3n(CCN3CCOCC3)c2=N)cc1,5%,-10%,-5%,-1,-25%,19%,-17%[57.1 µM],17%,-3%
COc1ccccc1NC(=S)NC1CCCCC1,-1%,-2%,13%,-1,-24%[57.1 µM],6%,-24%,10%,-5%
CCOC(=O)C1CCCN(C2CC(=O)N(c3cccc(C)c3)C2=O)C1 (centres undefined),7%,-1%,-11%,1,?,28µM*,?,40%[activator],-1%
CCOC(=O)C(C)Sc1nc(N)c(NC(=O)c2ccc(OC)c(OC)c2)c(=O)[nH]1 (centres undefined),-10%,3%,24%,-1,-6%,?,-2%,28%,4%
COc1cc(OC)cc(-c2nn[nH]n2)c1,-13%,5%,0%,2,-10%,-19%,3%,-5%,-7%
CCC(C)NC(=O)c1ccc2c(c1)nc1n2CCCCC1 (centres undefined),-9%,-2%,-13%,0,-13%,1%[59 µM],1%,9%[57 µM],1%
COc1ccc(CCNC(=O)C2CC(c3ccccc3C(F)(F)F)=NO2)cc1 (centres undefined),-19%,-8%,1%,-7,-20%,-14%[12.7 µM],5%,35%,-7%
CO/N=C/C(=N\Nc1ccc(OC)cc1)C(=O)c1ccc(OC)cc1,-2%,2%,8%,-5,?,35µM*,?,-26%,5%
CNC(=O)CSc1nc(-c2ccccc2)c(-c2ccccc2)[nH]1,-7%,-1%,4%,-5,-32%,-50%,-38%[57.1 µM],-4%,12%
S=C(NCCc1ccccc1)N/N=C/c1ccc(Cl)cc1,-17%,-18%,2%,-8,-8%,19%,-21%,31%,?
Cc1cc(N2CC(C)OC(C)C2)n2cc(-c3ccccc3)nc2n1 (centres undefined),-4%,4%,0%,2,-16%,12%,-3%,12%,1%
O=C(Cn1cnc2ccccc2c1=O)N/N=C/c1ccc(Br)cc1,-10%,-3%,3%,-9,-12%,/,-2%,39%[activator],4%

# Of the compounds above, these have a halogen:
SMILES,POLH inh,PGK inhibitor,GLS inhibitor,PI4K2A block,JMJD2A Tudor inh,G9a block,BAZ2B inh,HP1b binding inh,Pin1 inhibitor
Cc1nc2c(-c3ccccc3)c(C)nn2c(C)c1CCC(=O)NCc1ccc(Cl)cc1,-24%,-5%,-2%,1,15%,8%[59 µM],0%,38%,-2%
O=c1cc(Cl)[nH]n(-c2ccccc2)c1=O,-4%,i,-7%,0,-32%,-9%,-5%,41%[activator],3%
COc1ccc(CCNC(=O)C2CC(c3ccccc3C(F)(F)F)=NO2)cc1 (centres undefined),-19%,-8%,1%,-7,-20%,-14%[12.7 µM],5%,35%,-7%
S=C(NCCc1ccccc1)N/N=C/c1ccc(Cl)cc1,-17%,-18%,2%,-8,-8%,19%,-21%,31%,?
O=C(Cn1cnc2ccccc2c1=O)N/N=C/c1ccc(Br)cc1,-10%,-3%,3%,-9,-12%,/,-2%,39%[activator],4%

# More structures
SMILES,POLH inh,PGK inhibitor,GLS inhibitor,PI4K2A block,JMJD2A Tudor inh,G9a block,BAZ2B inh,HP1b binding inh,Pin1 inhibitor
O=C(CSc1nnc(Nc2ccccc2)s1)Nc1ccc(S(=O)(=O)N2CCOCC2)cc1,-6%,2%,11%,-6,-11%,8.9µM*,-1%,21%,7%
COC(=O)c1ccccc1N=C(SC)N(C)C,10%,6%,8%,10,-19%,16µM*,-2%,3%,-22%
CC(C)NC(=O)CSc1nc2sccc2c(=O)n1-c1ccccc1,-27%,i,-3%,-10,4%,?,5%,24%,5%
Cc1ccc(NC(=O)CN(C)C(=O)c2cccc(-n3cccc3)c2)cc1,2.5µM*,?,?,-16,?,25µM*,11µM*,20µM*,/
COc1ccc(C(=O)NCCCOc2cccc(NC(C)=O)c2)cc1,-25%,6%,2%,-1,0%,28%,0%,41%[activator],0%
Cc1cc(C)cc(NC(=O)CCS(=O)(=O)c2ccc3nc(C)sc3c2)c1,-11%,9%,2%,1,-10%,-4%[59 µM],-10%,28%,7%
Cc1onc(-c2ccccc2Cl)c1C(=O)OCC(=O)N1CCCc2ccccc21,-15%,0%,?,-3,-1%,-4%,3%,67%[activator],19%
O=C1Nc2ccc(Cl)cc2/C1=C/C1CC=CCC1 (centres undefined),-12%,-5%,-2%,0,4%,-12%,0%,57%,2%
COc1ccc(CNC(=O)COC(=O)CCOc2ccccc2)cc1,-19%,-5%,2%,4,1%,6%[59 µM],8%,34%,-8%
COc1ccc(CCn2c(SCC(=O)Nc3cc(C)on3)nc3ccsc3c2=O)cc1OC,-11%,-9%,-16%,2,-24%,-32%[59 µM],-15%,8%,17%
CCOC(=O)C1CCN(C2=NC(=O)/C(=C/c3ccc(Cl)cc3)S2)CC1,-9%,-2%,-6%,20,-12%,0%,?,23%,6%
COc1ccccc1-c1cc(C(=O)N2CCCc3ccccc32)no1,-20%,i,3%,0,13%,13%,-1%,72%[activator],-2%
CCc1nnc2c(Nc3ccc(Br)c(C)c3)nc3ccccc3n12,-1%,10%,-6%,-1,?,?,4%,25%,-6%
O=C1NN(c2ccccc2)C(=O)/C1=C/c1ccc(Sc2cccc3ccccc23)o1,28µM*,-15%,-23%,-5,?,32µM*,10µM*,?,/
O=C(CCC(=O)c1cccs1)NCC(=O)Nc1ccc(F)c(F)c1F,-1%,-2%,1%,5,-12%,9%[59 µM],-6%,12%,-2%
CC(=O)c1nnn(-c2nc(N3CCCC3)nc(N(c3ccccc3)c3ccccc3)n2)c1C,-9%,-8%,0%,2,-7%,27%[12.7 µM],-3%,30%,-3%
CCC1(CC)Cc2ccccc2C(C2=C(O)CC(C)(C)CC2=O)=N1,-11%,-2%,-1%,1,-6%,-17%,-5%,45%[activator],-2%
Cc1nc2c(-c3ccc(F)cc3)cnn2c(N)c1-c1ccccc1,?,0%,0%,-7,52%[activator],82%[activator],29%,118%[activator],-8%
Cc1cccc(-n2nnnc2SCC(=O)Nc2ccc(N3CCN(C)CC3)cc2)c1,-22%,-4%,23%,11,?,45µM*,?,-3%,0%
CCc1ccc(C(c2c(C)nn(-c3ccccc3)c2N)c2c(C)nn(-c3ccccc3)c2N)cc1,-21%,-6%,23%,-2,56µM*,?,?,-35%,9%
